High-throughput results (PubChem)
GASC-1 inh – human JMJD2C demethylase inhibition; Q9H3R0; GST-JMJD2C(1-420) H3K9me3 demethylation, DELFIA europium; inhibition, % at 2.35 µM; hit rate 0.069% among 330,000;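 active = more than half of a compound's replicate wells show inhibition beyond 50%, single wells judged on their own value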;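 note: signal counts dimethyl H3K9 product captured on neutravidin plate; 0% = median of DMSO wells and 100% = 0.3 times that DMSO median; strong numbers were not always called active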
Target sequence (Q9H3R0 1-420 limits assumed): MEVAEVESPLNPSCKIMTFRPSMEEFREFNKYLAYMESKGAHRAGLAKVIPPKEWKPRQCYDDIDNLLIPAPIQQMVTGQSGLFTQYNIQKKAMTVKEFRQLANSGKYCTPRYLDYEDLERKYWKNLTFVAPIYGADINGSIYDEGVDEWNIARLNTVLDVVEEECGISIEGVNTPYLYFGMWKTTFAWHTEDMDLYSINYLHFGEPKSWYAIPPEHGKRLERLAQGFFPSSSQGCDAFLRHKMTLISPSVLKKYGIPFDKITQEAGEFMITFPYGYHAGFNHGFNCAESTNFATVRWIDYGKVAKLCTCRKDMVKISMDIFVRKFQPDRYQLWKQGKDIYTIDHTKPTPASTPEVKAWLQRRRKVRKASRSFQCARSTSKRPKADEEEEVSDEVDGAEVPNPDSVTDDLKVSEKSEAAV
PREPL inh – inhibits the human prolyl oligopeptidase-like enzyme. Q4J6C6. recombinant PREPL, fluorescence polarization activity-based probe. inhibition, % at 5.96 µM. hit rate 0.68% among 320,000. AID 2751; in the data active = inhibition above about 43%;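 note: 0% = enzyme with DMSO and 100% = wells lacking enzyme; many of its hits are not listed in these tables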
Efflux pump inh – antifungal efflux pump inhibition, Nile Red retention. S. cerevisiae Candida pump triplex. hit rate 0.44% among 330,000. inhibition, % at 10 µM;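 active = plate passing quality check with inhibition over a set limit, or well fluorescence over plate mean plus 4 SD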;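 note: Nile Red retained in pooled yeast measured as flow cytometry median fluorescence; 0% = buffer negative control and 100% = Enniatin B positive control; higher means more Nile Red kept so more efflux inhibition; some compounds called inactive have numbers as strong as hits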
CTSL1 counter – counter-screen for PFM18AAP inhibitors: inhibitors of F. hepatica cathepsin L1; recombinant F. hepatica cathepsin L1, Z-Leu-Arg-MCA fluorescence; inhibition, % at 5.96 µM; hit rate 0.49% among 300,000;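 active = inhibition above the mean of all tested compounds plus 3 SD, set per screening campaign, cut at about 17% in these data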;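 note: 0% = plate median of test compound wells and 100% = 1 µM Z-Phe-Ala-diazomethylketone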
LYPLA2 inh – LYPLA2 (human) inhibition in PME1 counter-screen; O95372; recombinant LYPLA2, FP-Rh probe fluorescence polarization; inhibition, % at 5.9 µM; hit rate 0.38% among 320,000; AID 2177;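 active = inhibition above the screen-wide mean plus 3 SD, limit set per campaign, cut at about 26% in these data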;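 note: 0% = LYPLA2 with DMSO and 100% = wells lacking LYPLA2 enzyme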
Target sequence (O95372 whole entry, looked up): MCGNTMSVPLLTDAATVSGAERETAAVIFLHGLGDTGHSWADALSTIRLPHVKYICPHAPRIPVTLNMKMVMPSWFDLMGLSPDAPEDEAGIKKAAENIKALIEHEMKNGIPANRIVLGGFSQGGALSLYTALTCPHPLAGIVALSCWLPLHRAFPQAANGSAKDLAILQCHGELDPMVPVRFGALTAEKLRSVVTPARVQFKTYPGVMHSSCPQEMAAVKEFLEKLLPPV
HCV core dimer – blocks dimerization of HCV core protein. hit rate 0.33% among 300,000. TR-FRET GST/Flag-core106 dimerization, 1536-well. AID 1899. inhibition, % at 5 µM;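 active = inhibition above the mean of all tested compounds plus 3 SD, set per screening campaign, cut at about 45% in these data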
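Assay system – GST-tagged and Flag-tagged HCV core protein residues 1-106 · Quantity – core106 proteins, GST 13.5 nM and Flag 17 nM · Benchmarks – unlabelled core106 and no-GST-core106 wells · Read-out basis – percent inhibition of core106 dimerization signal · Detection – time-resolved FRET, ex 340 nm, em 617 and 671 nm · Schedule – 4 h at 22.5 °C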
PP5 inh – blocks human protein phosphatase 5 activity. AID 1987. inhibition, % at 6.7 µM. P53041. purified PP5c, OMFP substrate fluorescence. hit rate 0.18% among 320,000;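 active = inhibition above the campaign's mean inhibition across all tested compounds plus 3 SD, cut at about 9.5% in these data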;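 note: 0% = DMSO only and 100% = 100 µM cantharidin control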
PP1 inh – counter-screen for PP5 inhibitors: inhibitors of human PP1-alpha; hit rate 0.9% among 320,000; purified PP1alpha, OMFP fluorescence; AID 2235; inhibition, % at 6.7 µM; P62136;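 active = inhibition above the mean inhibition of all tested compounds plus 3 SD, computed separately for each screening campaign, cut at about 15% in these data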
Target sequence (P62136 whole entry, looked up): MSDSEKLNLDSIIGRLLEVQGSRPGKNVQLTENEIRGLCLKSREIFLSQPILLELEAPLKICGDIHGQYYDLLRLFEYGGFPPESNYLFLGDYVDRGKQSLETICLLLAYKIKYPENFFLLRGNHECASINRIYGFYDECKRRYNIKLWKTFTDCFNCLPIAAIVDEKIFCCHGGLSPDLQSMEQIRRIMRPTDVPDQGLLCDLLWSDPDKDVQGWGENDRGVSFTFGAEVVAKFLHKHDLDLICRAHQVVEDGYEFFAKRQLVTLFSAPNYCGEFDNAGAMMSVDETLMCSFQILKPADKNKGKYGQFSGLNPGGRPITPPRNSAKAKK
TPT1 inh – C. albicans TPT1 enzyme inhibition; recombinant caTPT1, FP RNA substrate dephosphorylation; inhibition, % at 5 µM; hit rate 0.81% among 300,000; AID 1962;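 active = inhibition above the mean of all tested compounds plus 3 SD, set per screening campaign, cut at about 24% in these data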;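 note: plate controls were DMSO alone for no effect and ferristatin control at 100 nM for full effect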
* marks the source's active call; other numbers are inactive results; i = inactive; nt = not tested or not shown. Only part of the results is shown; the hit share may differ from the screen's.

Results follow in this order: GASC-1 inh | PREPL inh | Efflux pump inh | CTSL1 counter | LYPLA2 inh | HCV core dimer | PP5 inh | PP1 inh | TPT1 inh
- CCN(CC)CCNC(=O)c1cc2ccccc2nc1Cl
→ 8 | 13 | -0.1 | 2 | 1 | -2 | 2.4 | -2 | 0
- O=C(Cn1cnc2c(nnn2-c2ccc(F)cc2)c1=O)N1CCCc2ccccc21
→ 0 | 13 | 0.0 | 3 | 7 | 3 | 3.2 | -2 | -2
- O=C(NCCCNC(=O)c1ccco1)c1cccc(F)c1
→ 23 | -8 | 0.0 | -1 | 1 | -10 | -2.5 | 8 | -4
- Cc1ccc(-c2cc(C(=O)NCCCn3ccnc3)c3cc(Br)ccc3n2)o1
→ nt | 11 | -0.1 | 4 | 5 | 16 | 0.4 | 32* | -2
- CC1(C)C(=O)Nc2ccccc2N1C(=O)COc1ncnc2ccccc12
→ 1 | -13 | -0.3 | 1 | -2 | -12 | -1.8 | -3 | -3
- OC[C@H]1OC(O)C[C@@H](O)[C@@H]1O (stereo not given in full)
→ 2 | -3 | 0.1 | -2 | 0 | 7 | 2.4 | -1 | 2
- O=c1cc(-c2ccccc2)nc(SCc2ccccc2F)[nH]1
→ 14 | 6 | 0.2 | 3 | 17 | 10 | 1.9 | 10 | -7
- CCN(CC)C(=O)C(=O)Nc1ccc(OCc2ccccc2)cc1
→ -1 | 18 | -0.1 | 0 | 9 | -3 | 2.3 | -2 | 0
- O=C(CCN1CCOCC1)N1CCCC(Nc2cccc(F)c2)C1 (stereo not given)
→ 4 | 7 | -0.2 | 0 | 4 | 9 | 2.1 | -1 | -1
- C/C(=N\NC(=O)c1ccccc1)c1ccccc1Br
→ -7 | -3 | 0.2 | 0 | -1 | -2 | 1.7 | 0 | 1
- C=CCn1c(SCc2ccc(Br)cc2F)nc2cc(C(=O)O)ccc2c1=O
→ 3 | 4 | -0.5 | 2 | -2 | 12 | 3.2 | 9 | 2
- Cc1ccccc1-n1c(SC(C)C(N)=O)nnc1-c1cccnc1 (stereo not given)
→ 0 | 1 | -0.1 | -1 | 7 | 4 | 3.0 | -3 | 0
- COC(=O)c1nnn(-c2ccsc2C(=O)OC)c1C(=O)OC
→ 8 | -3 | -0.2 | -6 | -1 | -6 | 0.9 | 0 | 1
- O=c1[nH][nH]cc1C=Nc1ccc(Oc2ccccc2)cc1
→ 7 | 13 | -0.1 | 4 | 3 | -15 | 0.3 | -5 | 3
- COc1ccccc1CN1CCNC(=O)C1CC(=O)NCCCn1cccn1 (stereo not given)
→ -22 | -5 | -0.1 | -1 | 3 | 3 | 0.8 | -4 | -2
- CCN(CC)S(=O)(=O)c1cccc(C(=O)Oc2cccnc2)c1
→ 5 | 24 | 0.0 | -1 | 3 | -1 | -1.0 | -1 | 0
- COc1ccc(Cl)cc1NS(=O)(=O)c1cccc(C(=O)N2CC(C)OC(C)C2)c1 (stereo not given)
→ -2 | 5 | -0.1 | nt | 4 | nt | 0.1 | -3 | nt
- COc1ccc(S(=O)(=O)N2CCN(C(=O)c3sccc3-c3ccccc3)CC2)cc1
→ 1 | 3 | 0.0 | -3 | 6 | 0 | 3.2 | 0 | -3
- O=C(Cc1ccc(Cl)cc1)Nc1ccccc1C(=O)N1CCCC1
→ 8 | 4 | 0.1 | -2 | -1 | -7 | 1.9 | -4 | 1
- NC(=O)COc1cc2oc(=O)c3c(c2cc1Cl)CCCC3
→ -9 | -1 | 0.1 | 1 | 4 | 0 | 2.9 | 3 | 2
- Cc1cc(S(=O)(=O)NC2CCN(Cc3ccccc3)CC2)c(C)cc1Cl
→ 9 | -2 | -0.1 | -2 | 3 | -6 | 3.1 | 0 | -6
- Cc1ccc(NC(=O)CCc2nnc3ccc(N4CCC(C)CC4)nn23)nc1
→ 14 | -1 | 0.1 | -1 | 0 | -1 | 1.8 | 2 | 0
- Cn1c(NCCc2ccccc2)cc(=O)n(C)c1=O
→ -10 | 5 | 0.1 | 0 | 2 | 1 | 4.0 | -2 | -4
- CCCS(=O)(=O)N1CCC(C(=O)NCCCOC(C)C)CC1
→ -1 | -3 | 0.0 | -3 | -1 | -3 | 2.1 | -1 | -3
- Cc1ccsc1/C=N\NC(=O)CCc1c(C)n[nH]c1C
→ -4 | -14 | 0.0 | 1 | 2 | -1 | 1.4 | -3 | -1
- COc1ccc(-c2nonc2NC(=O)c2oc3ccccc3c2C)cc1OC
→ 21 | -1 | -0.2 | -5 | 5 | 4 | 1.6 | 4 | 1
- Cc1cccc(N2C(=O)c3ccc(C(=O)Nc4cccc(C(=O)O)c4)cc3C2=O)c1
→ -6 | -3 | -0.3 | -7 | 16 | 4 | 0.2 | 2 | 0
- Cc1ccc(S(=O)(=O)c2ccc(Oc3cccc(C)c3)cc2)cc1
→ 0 | -22 | -0.1 | 1 | -4 | 9 | 2.4 | 4 | -1
- Cc1ccc(N/C=C2\CCCCC2=O)nc1
→ 22 | 4 | -0.1 | -1 | -2 | -1 | 1.1 | -4 | -3
- CCOC(=O)NC1(Nc2cccc(Cl)c2)Oc2ccccc2O1
→ 2 | 16 | -0.3 | 9 | 2 | 2 | 6.3 | 3 | 2
- O=C1[C@H]2[C@H](C=CC[C@H]2C(=O)N2CCOCC2)CCN1Cc1ccccc1
→ -3 | 11 | 0.1 | -3 | -10 | -15 | 3.2 | -1 | 1
- Cc1ccccc1CN(C)C(=O)CNC(=O)c1ccc2ccccc2c1
→ 4 | -14 | 0.1 | -6 | 1 | 6 | -0.5 | 2 | -2
- CC(O)(CS(=O)(=O)c1ccc(Br)cc1)c1ccccc1 (stereo not given)
→ -3 | 0 | -0.2 | 6 | 3 | -5 | 3.8 | -2 | -3
- CCN(CC)c1ccc(/C=N/N2CCOCC2)cc1
→ 4 | -7 | 0.0 | 1 | -5 | -11 | -1.0 | -1 | 0
- O=C(NCCS(=O)(=O)N1CCN(c2ccccc2)CC1)c1ccco1
→ 5 | -7 | -0.1 | -1 | 2 | -2 | 0.9 | 1 | -2
- COc1ccc(C/C(C)=N/NC(=O)c2ccc(Cl)cc2)cc1
→ -5 | 2 | 0.1 | 2 | 8 | 1 | -1.4 | -4 | 1
- O=C(O)CP(=O)(c1ccccc1)c1ccccc1
→ -4 | 9 | 0.1 | -3 | 5 | 6 | 3.9 | -5 | 1
- CC1(C)Cc2ccccc2C(=O)N1
→ 22 | -4 | -0.1 | 0 | 1 | -2 | 0.4 | -1 | 0
- COc1ccc(CNC(=O)COC(=O)/C=C/c2ccc(S(=O)(=O)N3CCOCC3)cc2)cc1
→ 2 | 1 | 0.2 | 0 | -2 | 11 | -1.7 | -3 | -1
- O=C(CSc1nnc(-c2ccccc2)n1C1CCCCC1)N1CCCC1
→ -3 | 8 | 0.0 | -3 | 3 | 1 | -0.6 | -3 | -2
- O=C(NCc1cccnc1)c1cc(Sc2ccc(F)cc2F)nc2ccccc12
→ -9 | 0 | 0.2 | 3 | 1 | -1 | -0.5 | -2 | -2
- COCCNc1oc(-c2ccc(F)cc2)nc1C#N
→ -3 | 19 | 0.1 | 1 | 5 | -1 | 0.6 | 1 | 1
- Clc1ccccc1CSc1ncn(-c2ccccc2)n1
→ -9 | 14 | 0.1 | 9 | 18 | 0 | 1.9 | -9 | -3
- CCC(C(=O)NC1CC1)n1nc(C)c2c(C)n(-c3ccccc3)nc2c1=O (stereo not given)
→ 5 | 7 | 0.1 | -3 | 4 | -15 | 1.1 | 3 | -4
- CCCNC(=O)NC(=O)COC(=O)c1cccc(NS(=O)(=O)c2ccc(F)c(F)c2)c1
→ 8 | 23 | -0.1 | -6 | 8 | -8 | 0.2 | 1 | -4
- CCOC(=O)CCC(=O)Nc1cc(S(=O)(=O)N2CCOCC2)ccc1N1CCCCC1
→ 5 | 19 | 0.0 | nt | 8 | nt | 2.2 | 0 | nt
- Cc1cc(Br)cc2c(C(=O)Nc3c(C)n(C)n(-c4ccccc4)c3=O)cc(-c3cccs3)nc12
→ 8 | -4 | 0.0 | 0 | -21 | -2 | 2.2 | 9 | -3
- O=C(N=C1SC2CS(=O)(=O)CC2N1Cc1ccc(Cl)cc1)C1CC1 (stereo not given)
→ -12 | 7 | -0.1 | -11 | 3 | 1 | 1.4 | -3 | 3
- COc1ccc2[nH]cc(CCNC(=O)COc3ccc4ccc(=O)oc4c3)c2c1
→ i | 2 | -0.1 | 1 | 4 | 0 | 1.0 | -2 | -1
- Cc1ccc(C)c(S(=O)(=O)N2CCN(C(=O)c3ccc4ccccc4n3)CC2)c1
→ 10 | 2 | 0.1 | nt | 4 | nt | 2.9 | 3 | nt
- Cn1ncc([N+](=O)[O-])c1C(=O)Nc1ccn(Cc2ccccc2F)n1
→ 0 | 2 | -0.2 | -4 | 5 | -5 | 2.9 | 0 | 1
- Cc1cc(C(=O)c2ccc(C(C)(C)C)cc2)c(NC(=O)CCl)s1
→ 0 | 1 | 0.1 | 6 | -5 | 6 | 0.9 | -1 | 1
- O=C(Cc1ccc(F)cc1)Nc1ccc(S(=O)(=O)N2CCCCC2)cc1
→ 46 | 0 | 0.1 | -1 | -4 | 1 | 4.1 | -5 | -4
- CCN1CCN(CCOc2ccc(Br)cc2C)CC1
→ -1 | 24 | 0.0 | -2 | 0 | 2 | -0.3 | -7 | -2
- O=C(NCc1ccccc1Br)c1ccco1
→ 8 | 2 | 0.0 | -3 | 6 | -4 | 3.3 | -5 | -1
- Cc1ccc(-c2nnc(-c3ccccc3)c(-c3ccccc3)n2)cc1
→ -6 | 7 | 0.3 | 3 | -6 | 3 | 0.1 | -5 | 1
- COC(=O)C1=C(C)N(c2cccc3ccccc23)C(=O)C1
→ 1 | -8 | -0.3 | -5 | 4 | -1 | -1.5 | 0 | -2
- COc1ccc(-n2nc(C(=O)NCC(=O)N3CCC(C(N)=O)CC3)c3ccccc3c2=O)cc1
→ -14 | -11 | 0.2 | -1 | 1 | -6 | 1.5 | -4 | 2
- O=C(NCCc1ccc(S(=O)(=O)N2CCCC2)cc1)c1cccs1
→ -6 | -2 | -0.1 | -5 | 4 | -4 | -1.1 | -3 | -7
- COc1ccc(N=c2scc(C)n2CCCN2CCCC2=O)cc1
→ 1 | 8 | 0.1 | -2 | 3 | -7 | 1.8 | 1 | 6

The list goes on.
Results follow in this order: GASC-1 inh | PREPL inh | Efflux pump inh | CTSL1 counter | LYPLA2 inh | HCV core dimer | PP5 inh | PP1 inh | TPT1 inh
- Nc1ccc(NC(=O)c2ccccc2)c2c1C(=O)c1ccccc1C2=O
→ -21 | -4 | 0.0 | -2 | 1 | -5 | 2.1 | -1 | -4
- COc1ccccc1NC(=O)c1ccc(-c2ccccc2[N+](=O)[O-])o1
→ 1 | 8 | 0.0 | 3 | -1 | 6 | 0.9 | 2 | 0
- CCCCNC(=O)CSc1nc2ccc(Nc3nc(N4CCOCC4)nc(N4CCOCC4)n3)cc2s1
→ -9 | 2 | 0.2 | 5 | -5 | 3 | 1.9 | 1 | 1
- COc1ccccc1Oc1ccc(NC(=O)c2ccc(Cl)cc2)cc1
→ -10 | 2 | 0.0 | -1 | 2 | 4 | 5.0 | 0 | 1
- O=C(COC(=O)c1cccs1)NCc1ccco1
→ 2 | -7 | 0.0 | -8 | 2 | 6 | 0.0 | -5 | -3
- CCCCC[C@H]1CN(CCCC)C(=O)[C@@H]1CC(=O)NCc1ccccc1
→ 1 | 10 | 0.1 | 1 | 2 | 1 | 0.3 | 0 | 3
